Source: PubChem BioAssay
esBAF inh: blocks esBAF chromatin remodeling in mouse ES cells; AID 602393; Bmi1-luciferase knock-in reporter, 24 h; 100% = twice the neutral-well signal; reporter increase, % at 12.5 µM; hit rate 2% among 350,000; in the data active means activation above about 40%;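 further: 0% = median of the plate's neutral control wells and 100% = double that signal; a rise in the Bmi1 reporter signal indicates esBAF inhibition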
S100A4 MyoIIA: inhibitors of human S100A4 binding to myosin IIA peptide | hit rate 0.14% among 360,000 | inhibition, % at 10.7 µM | S100A4/TAMRA-MyoIIA peptide fluorescence polarization;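 active means mean inhibition of at least 70% across replicates, with every replicate also reaching that level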
Target sequence (P26447 whole entry, looked up): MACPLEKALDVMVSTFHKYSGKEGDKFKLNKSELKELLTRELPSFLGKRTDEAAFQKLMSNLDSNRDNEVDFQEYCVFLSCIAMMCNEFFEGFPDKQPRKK
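Compound dosing: one dose per compound; test system: human S100A4 monomer with TAMRA-labelled myosin IIA peptide; probe or stimulus: TAMRA-labelled myosin IIA heavy-chain peptide probe, 5 nM; medium: HEPES buffer with Ca2+, pH 7.2; schedule: 5 min incubation before reading; benchmarks: neutral control DMSO, positive control TFP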
E-sel inducer: E-selectin induction on HUVECs. P16581. HUVEC E-selectin immunofluorescence imaging; normalized: neutral wells 0, TNF-alpha wells 100. activation, % at 7.58 µM. hit rate 0.37% among 260,000. AID 686992;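 active means mean E-selectin-positive cell signal at least 10% of the positive control, reached in at least 60% of replicates, without over 20% cell loss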;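 further: in these data hits start at about 27%; measured in HUVEC primary endothelial cells; signal is the percent of cells scored E-selectin positive by PE staining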
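material = human umbilical vein endothelial cells (HUVEC), E-selectin induction | quantity = 3,000 cells/well | medium = EGM-2 growth medium on 0.1% gelatin-coated wells | technique = immunofluorescence imaging | read-out basis = % PE-positive cells | control set = TNF-alpha positive control, DMSO neutral control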
FN deposit inh: fibronectin deposition inhibition | AH1F fibroblasts, Alexa488-fibronectin deposition fluorescence, overnight | inhibition, % at 12.6 µM | hit rate 0.086% among 350,000 | AID 743247;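 active means mean inhibition across replicates of 30% or more, regardless of how many single replicates reach that level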;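 further: positive control wells lacked labelled fibronectin entirely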
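Schedule: 1 h cell adhesion before compound, then overnight fibronectin incubation; test system: AH1F fibroblast monolayer depositing Alexa488-labelled fibronectin into matrix; quantity: 10000 AH1F cells per well; probe or stimulus: fluorescent fibronectin at 24 nM final; signal: fluorescence, ex 485 nm, em 525 nm; evaluation: percent inhibition as loss of matrix-bound fibronectin fluorescence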
RAD52 inh: RAD52 (human) annealing inhibition. P43351. recombinant RAD52 DNA annealing, FRET fluorescence. inhibition, % at 18.7 µM. hit rate 0.46% among 360,000;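 active means every replicate showing at least 50% inhibition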
Target sequence (P43351 whole entry, looked up): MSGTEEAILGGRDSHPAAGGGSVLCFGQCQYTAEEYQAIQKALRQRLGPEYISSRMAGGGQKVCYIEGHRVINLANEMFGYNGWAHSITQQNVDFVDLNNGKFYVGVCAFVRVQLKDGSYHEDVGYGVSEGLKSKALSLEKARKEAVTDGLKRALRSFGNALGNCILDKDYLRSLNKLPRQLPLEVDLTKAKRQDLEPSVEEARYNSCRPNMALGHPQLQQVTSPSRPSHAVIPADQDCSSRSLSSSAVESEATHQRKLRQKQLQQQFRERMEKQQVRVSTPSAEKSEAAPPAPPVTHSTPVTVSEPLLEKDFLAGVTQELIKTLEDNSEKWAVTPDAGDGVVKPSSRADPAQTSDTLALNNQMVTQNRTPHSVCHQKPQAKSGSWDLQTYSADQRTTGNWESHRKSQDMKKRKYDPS
RAD54 inh: inhibitors of human RAD54 branch migration. RAD54 Holliday junction branch migration, FAM/BHQ fluorescence. inhibition, % at 10.4 µM. hit rate 0.14% among 360,000. AID 602329;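 active means mean normalized replicate activity at least 40 and at least half of replicates scoring 40 or more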;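 further: 0% = median of neutral control wells and 100% = median of positive control wells; inhibitors cause a drop in the FAM fluorescence signal; in these data hits start at about 50%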
EWS-Fli inh: inhibitors of EWS/Fli oncoprotein transcriptional activity. hit rate 0.67% among 350,000. A673 NR0B1-luciferase reporter, viability-normalised. inhibition, % at 12.6 µM;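 active means mean inhibition of at least 50% after viability correction, with every replicate also passing that limit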;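 further: firefly luciferase signal divided by Alamar Blue viability fluorescence both relative to DMSO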
XiGFP reactiv: activators of X-chromosome reactivation in mouse fibroblasts. XiGFP mouse fibroblasts, % GFP-positive cells imaging, 3 d; cells co-treated with 5-aza-dC sensitizer; scaled so ellipticine positive control = 100%. activation, % at 7.58 µM. hit rate 0.055% among 360,000;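 active means mean normalized replicate activation at least 10% and every replicate at or above 10%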;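 further: 0% = median of on-plate neutral control wells and 100% = ellipticine 6 µM median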
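material = 68-5-11 XiGFP fibroblast line | medium = DMEM plus 5-aza-dC sensitizer | schedule = 3 days compound exposure | benchmarks = positive control ellipticine, 6 µM final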
Numbers without * were called inactive; . = not tested or not shown.

Molecule,esBAF inh,S100A4 MyoIIA,E-sel inducer,FN deposit inh,RAD52 inh,RAD54 inh,EWS-Fli inh,XiGFP reactiv
CC(C)NC(=O)N(C)C[C@@H]1Oc2ccc(NS(=O)(=O)c3ccc(Cl)cc3)cc2C(=O)N([C@@H](C)CO)C[C@@H]1C,-3,-8,0.2,-14,15,2,-12,0.4
CC(=O)N1CCOc2ccc(S(=O)(=O)NCc3ccc(C)cc3)cc21,-6,0,.,1,-18,-4,0,0.2
COc1ccc(NC(=O)Nc2ccc3c(c2)[C@@H]2C[C@H](CC(=O)NCc4ccccn4)O[C@H](CO)[C@@H]2O3)cc1,1,1,-0.4,.,-4,9,-4,-0.1
COc1cccc(NC(=O)CSc2nnc(CNC(=O)c3ccccc3F)o2)c1,-5,-1,.,-13,0,-15,.,0.0
CCC(=O)N(C)C[C@@H]1Oc2cc(C#CCOC)ccc2S(=O)(=O)N([C@H](C)CO)C[C@H]1C,-7,7,0.4,3,-13,3,-4,-0.5
CCCc1nn(-c2cc(Cl)ccc2OC)c2c1C(=O)CCC2,4,-1,0.1,5,2,5,-1,0.2
Cc1cc(C(=O)NNC(=O)c2ccc(Cl)c(S(N)(=O)=O)c2)c(C)o1,-4,1,-0.2,-4,-10,-2,0,0.2
COc1ccc(C(CNC(=O)COc2ccccc2)N2CCOCC2)cc1 (configuration not stated),0,2,.,-3,4,-5,-5,-0.1
CCN(c1ccccc1)S(=O)(=O)c1cc(C(=O)OCC(=O)c2c(N)n(C)c(=O)n(C)c2=O)ccc1C,-1,-2,-0.1,6,-18,-5,5,0.0
COc1cccc(CN2CCNC(=O)C2CC(=O)NC2CCCCC2)c1OC (configuration not stated),-1,-4,0.0,-5,-21,7,.,0.0
CC1CCCCC12NC(=O)N(Cc1cc(=O)n3ccsc3n1)C2=O (configuration not stated),-4,-3,3.1,6,-22,1,-9,0.2
O=[N+]([O-])c1ccc(S(=O)(=O)N(CC(O)CN2CCCCC2)c2ccccc2)cc1 (configuration not stated),1,-2,-0.2,5,-15,4,8,0.4
COCCn1nnnc1CN1CCC(NC(=O)Nc2cccc(OC)c2)CC1,-1,.,2.9,-2,.,-2,.,.
CCCCN(Cc1ccccc1)S(=O)(=O)c1ccc2c(c1)n(C)c(=O)c(=O)n2C,.,1,2.7,-2,-38,-5,-2,-0.1
O=C(c1cc(C2CCCCN2S(=O)(=O)c2ccc(F)cc2F)on1)N1CCOCC1 (configuration not stated),-12,-7,.,-11,-7,-8,5,0.1
COCCc1ncc(CN2CCC(C(=O)Nc3ccc(-n4cccn4)cc3)CC2)cn1,1,-2,0.0,.,-11,-2,-4,0.3
COc1ccc(C(=O)N2C[C@H]3[C@@H](c4ccccc42)[C@H](CO)N3C(=O)NC(C)C)cc1,-3,-3,0.2,-5,-9,-1,-2,-0.1
Cc1ccc(C)c(NC(=O)CN(C)C(=O)c2ccc(-c3cccc(C(F)(F)F)c3)o2)c1,3,2,0.4,-5,-9,-4,-1,0.1
C[C@H]1CN([C@@H](C)CO)C(=O)c2cc(-c3cccnc3)cnc2O[C@@H]1CN(C)C(=O)C1CC1,-2,6,0.3,-8,3,-7,-4,-0.4
O=S(=O)(N[C@@H]1CC[C@H](CCn2cc(-c3cccc(F)c3)nn2)O[C@H]1CO)c1ccccc1,-15,6,-1.7,.,-13,-5,-6,-0.1
C[C@@H]1CN([C@H](C)CO)C(=O)c2cc(NC(=O)CCC(F)(F)F)ccc2O[C@@H]1CN(C)Cc1ccc(Cl)c(Cl)c1,-1,-7,-1.4,.,8,-18,.,0.0
CC(=O)NC[C@H]1[C@@H](c2ccc(C3=CCCC3)cc2)[C@@H](CO)N1C(=O)C1CCC1,.,-4,0.0,.,-10,.,.,0.1
CC=Cc1ccc2n(c1=O)C[C@H]1[C@H](CO)[C@@H](C(=O)NCc3ccc(F)cc3)[C@@H]2N1C (mixture of isomers),-5,18,-1.8,.,-8,-17,-13,1.1
C[C@H]1CN([C@@H](C)CO)C(=O)c2cccc(NC(=O)C3CC3)c2O[C@H]1CN(C)S(C)(=O)=O,3,-7,-0.2,.,-7,2,0,0.1
Cc1cccn2c(CN(C)CCC3CCCCO3)c(C(=O)N3CCCCC3)nc12 (configuration not stated),.,13,.,3,0,.,15,0.0

Complete entries, quoted from the list. Screens in order: esBAF inh, S100A4 MyoIIA, E-sel inducer, FN deposit inh, RAD52 inh, RAD54 inh, EWS-Fli inh, XiGFP reactiv
C[C@H]1CN([C@@H](C)CO)C(=O)c2cccc(NC(=O)C3CC3)c2O[C@H]1CN(C)S(C)(=O)=O is entered as 3, -7, -0.2, ., -7, 2, 0, 0.1
Cc1cc(C(=O)NNC(=O)c2ccc(Cl)c(S(N)(=O)=O)c2)c(C)o1 is entered as -4, 1, -0.2, -4, -10, -2, 0, 0.2

Additional results follow.
Molecule,esBAF inh,S100A4 MyoIIA,E-sel inducer,FN deposit inh,RAD52 inh,RAD54 inh,EWS-Fli inh,XiGFP reactiv
NC(N)=NN=C1CCCCCCCCCCC1,.,-2,.,3,-3,3,7,0.0
CC(C)NC(=O)N(C)C[C@@H]1Oc2ccc(NS(=O)(=O)c3ccc(Cl)cc3)cc2CC(=O)N([C@@H](C)CO)C[C@@H]1C,-1,-11,22,.,-4,7,-4,0.2
COc1ccc2[nH]c(=O)c(CN(CC3CCCO3)S(=O)(=O)c3ccccc3)cc2c1 (configuration not stated),.,-5,.,0,-8,.,7,0.0
O=C(NCCNc1ccc([N+](=O)[O-])cc1)c1ccco1,.,2,.,-4,-1,.,8,0.0
Cc1cccc(C(=O)Nc2ccc(C(=O)N3CCCCC3C)cc2)c1 (configuration not stated),19,0,-0.3,0,-11,-20,-51,0.3
COc1ccccc1NC(=O)CCNS(=O)(=O)c1ccc2c(c1)CCN2C(C)=O,2,1,0.6,5,-10,9,5,0.0
Cc1noc(C)c1S(=O)(=O)Nc1ccc2c(c1)C(=O)N([C@@H](C)CO)C[C@@H](C)[C@@H](CN(C)C(=O)Nc1ccc3c(c1)OCO3)OCCCC[C@H](C)O2,0,-16,-0.2,.,-10,1,-203,-1.1
C=CCOc1ccc(/C=C2\SC(=S)N(CCC(=O)O)C2=O)cc1,.,4,.,-11,-106,-2,79*,0.1
COCC(=O)Nc1ccc2c(c1)C(=O)N(C)C[C@@H](OC)[C@H](C)CN(C(=O)C1CCCC1)[C@@H](C)CO2,-3,-22,-0.1,-2,1,4,-2,-0.1
C[C@@H]1CN([C@@H](C)CO)C(=O)Cc2cc(NC(=O)C3CCCCC3)ccc2O[C@H]1CN(C)Cc1ccc(Cl)c(Cl)c1,-6,-12,-0.1,2,-8,3,9,0.0
CS(=O)(=O)O/N=C1\CCCCC1c1ccc([N+](=O)[O-])cc1[N+](=O)[O-] (configuration not stated),0,2,-0.3,-3,-8,-15,10,0.0
CC(C)(C)C(=O)Nc1cc(S(=O)(=O)N2CCCCC2)ccc1N1CCCCC1,0,-13,.,.,-2,1,1,0.0
CCC(=O)N1C[C@H](C)[C@@H](OC)CN(C)C(=O)c2cc(NC(=O)NC3CCCC3)ccc2OC[C@H]1C,.,7,0.6,0,15,.,.,-0.1
CC1(C(=O)Nc2ccc3c(c2)OCCO3)CCN1C(=O)Cc1ccc(-c2ccccc2)cc1 (configuration not stated),-14,-1,-0.2,1,-29,3,2,0.1
COCOCCn1cc(CN2CCS(=O)(=O)N(Cc3ccc(-c4ccc(OC)c(OC)c4)cc3)C(CC(C)C)C2=O)nn1 (configuration not stated),6,-2,0.9,10,1,4,-11,0.4
Cc1ccc(S(=O)(=O)Nc2c(O)c3ccccc3oc2=O)cc1,6,-5,0.1,14,-18,-16,-3,0.2
CSCCCNC(=S)N1CCN(c2ccc(C(C)=O)cc2)CC1,7,0,.,-3,-23,2,-6,0.3
COC(=O)C1=C(C)N(CCCC(=O)O)C(=O)NC1c1ccccc1OS(=O)(=O)c1ccccc1[N+](=O)[O-] (configuration not stated),1,-7,-0.2,6,-21,-3,6,0.0
COc1ccc(C(=O)C2CCCN(C(=O)Cn3ccc(C)n3)C2)cc1OC (configuration not stated),-12,3,7.3,2,-11,9,-4,-0.1
O=C(CN1C(=O)c2ccccc2C1=O)N(CCO)Cc1ccccc1,3,-2,-0.1,-3,-17,12,-10,0.4
CC(C)Oc1ccc(CC(=O)NNC(=S)Nc2ccccc2)cc1,3,9,0.0,-8,5,-8,10,-0.2
CC(C)C#Cc1ccc2c(c1)O[C@H](CN(C)C(=O)C1CCC1)[C@@H](C)CN([C@H](C)CO)S2(=O)=O,.,.,0.0,1,.,.,4,-0.7
C[C@@H]1CCCCO[C@@H](CN(C)S(=O)(=O)c2cccs2)[C@@H](C)CN([C@@H](C)CO)C(=O)c2cc(NC(=O)CCC(F)(F)F)ccc2O1,5,3,-0.1,.,-59,-4,5,0.1
CCCc1cc(=O)[nH]c(SCC(=O)Nc2ccc(N3CCCCC3)cc2)n1,.,0,-0.2,-4,-30,3,8,0.1
CCNC(=O)C[C@H]1CC[C@H](NS(=O)(=O)c2ccc(F)cc2)[C@H](CO)O1,4,3,-0.4,-3,8,-4,0,-0.1

Molecule,esBAF inh,S100A4 MyoIIA,E-sel inducer,FN deposit inh,RAD52 inh,RAD54 inh,EWS-Fli inh,XiGFP reactiv
COc1ccc2sc(NC(=O)NC(=O)c3c(Cl)cccc3Cl)nc2c1,.,-2,.,8,-5,.,-12,-0.2
O=C(CN(Cc1ccccc1)C(=O)CNS(=O)(=O)c1ccccc1)NCC1CCCO1 (configuration not stated),-5,-3,.,7,-21,0,5,0.0
CC(=O)N1[C@@H]2Cn3c(ccc(C4=CCCCC4)c3=O)[C@H]1[C@@H](C(=O)N[C@H](C)c1ccccc1)[C@@H]2CO,2,3,0.4,.,16,-6,-5,0.5
Cc1nc(N2CCN(C)CC2)c2cc(-c3ccccc3)sc2n1,4,-2,.,.,0,19,-12,0.4
O=C(NCCSc1ccccn1)c1ccc(Cl)cc1,27,-23,.,.,-9,-12,-111,0.1
Cn1c(N)c(C(=O)COC(=O)C2=NNC(=O)CC2)c(=O)n(C)c1=O,-2,0,.,6,-15,-7,9,-0.1
Cc1[nH]c2ccccc2c1SCc1ccccc1,1,0,.,5,-13,5,-13,-0.1
COC(=O)NNC(=O)c1ccc(C(C)(C)C)cc1,.,.,-0.2,-2,.,4,.,-0.2
NC(=O)Cn1nc(C(F)(F)F)c2c1CCCC2,-4,-5,3.1,3,-14,-3,0,0.0
Cn1cccc1CNC1CCCCC1,3,3,.,.,-12,2,-3,.
COC(=O)c1sccc1OC(C)C(C)=O (configuration not stated),-8,.,-1.1,-2,.,3,.,.
O=C(N/N=C/c1ccc(Br)s1)c1ccc([N+](=O)[O-])cc1,-1,3,0.3,-27,1,.,50,97*
O=C(N/N=C/c1ccc(N2CCOCC2)cc1)c1ccccc1NS(=O)(=O)c1cccs1,.,10,4.5,0,-33,.,-13,0.1
CC(=O)N1CC2(C1)[C@@H](c1ccccc1)[C@@H](CO)N2C(=O)Cc1ccccc1,.,9,0.1,-3,8,.,0,0.2
